Screening results: PubChem BioAssay, several laboratories
14-3-3 Bad PPI = disrupts binding of bovine 14-3-3 zeta to phospho-Bad peptide; inhibition, % at 21.7 µM; actives 0.71% (n = 220,000); TR-FRET 14-3-3zeta/Dy647-pBad peptide displacement, 1 h; P63103;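 active = inhibition above about 70%, limit read from the data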;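 note: 0% = full 14-3-3 plus peptide FRET controls and 100% = background without 14-3-3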
Target sequence (P63103 whole entry, looked up): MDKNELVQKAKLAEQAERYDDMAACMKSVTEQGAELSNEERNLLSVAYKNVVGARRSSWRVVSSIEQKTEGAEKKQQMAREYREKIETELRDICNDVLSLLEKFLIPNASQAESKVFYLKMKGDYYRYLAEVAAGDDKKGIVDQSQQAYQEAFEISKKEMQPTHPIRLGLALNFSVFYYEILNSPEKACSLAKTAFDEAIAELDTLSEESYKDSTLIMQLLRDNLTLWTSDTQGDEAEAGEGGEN
Cl transport mod = modulates chloride dependent transport by human KCC2; KCC2 cells, thallium flux FluoZin-2 fluorescence; B-score of Tl+ flux slope (higher = more flux/activation; lower = inhibition) at 10 µM; actives 2.2% (n = 190,000); AID 1456;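 active = thallium flux slope and its plate-corrected score both differing from the plate sample mean at a set confidence after two filtering rounds, in either direction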;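 note: slope of fluorescence scaled to starting intensity during 10 to 20 s after thallium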
Rad51 HR inh = blocks human Rad51 in homologous recombination | actives 0.085% (n = 200,000) | inhibition, % at 10 µM | hRad51 DNA strand exchange, fluorescence dequenching;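 active = inhibition above 40% at the single screening dose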;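 note: 0% = DMSO control wells and 100% = blanks with heterologous ssDNA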
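Test system: preformed human Rad51 ssDNA filaments; also added: Donor/quencher-labelled 47-bp dsDNA substrate; doses: 10 µM final, single point; times: 37 °C 15-min filament assembly, 30-min compound preincubation, 15-min exchange; detection: FRET fluorescence dequenching, excitation 485 nm, emission 520 nm; read-out basis: Fluorescence-based percent inhibition, control- and blank-normalised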
EBV gp42 inh = inhibitors of Epstein-Barr virus glycoprotein 42; AID 1085; actives 0.42% (n = 220,000); Fluorescence polarization binding assay, mP read-out; inhibition, % (tested at 21.74 µM); in the data active = inhibition above about 50%
Furin inhibitor = human furin inhibition; inhibition, % at 30 µM; actives 0.061% (n = 220,000); purified furin, fluorogenic substrate cleavage; P09958; in the data active = inhibition above about 25%; note: inactives centre near -15
Target sequence (P09958 108-714 limits assumed): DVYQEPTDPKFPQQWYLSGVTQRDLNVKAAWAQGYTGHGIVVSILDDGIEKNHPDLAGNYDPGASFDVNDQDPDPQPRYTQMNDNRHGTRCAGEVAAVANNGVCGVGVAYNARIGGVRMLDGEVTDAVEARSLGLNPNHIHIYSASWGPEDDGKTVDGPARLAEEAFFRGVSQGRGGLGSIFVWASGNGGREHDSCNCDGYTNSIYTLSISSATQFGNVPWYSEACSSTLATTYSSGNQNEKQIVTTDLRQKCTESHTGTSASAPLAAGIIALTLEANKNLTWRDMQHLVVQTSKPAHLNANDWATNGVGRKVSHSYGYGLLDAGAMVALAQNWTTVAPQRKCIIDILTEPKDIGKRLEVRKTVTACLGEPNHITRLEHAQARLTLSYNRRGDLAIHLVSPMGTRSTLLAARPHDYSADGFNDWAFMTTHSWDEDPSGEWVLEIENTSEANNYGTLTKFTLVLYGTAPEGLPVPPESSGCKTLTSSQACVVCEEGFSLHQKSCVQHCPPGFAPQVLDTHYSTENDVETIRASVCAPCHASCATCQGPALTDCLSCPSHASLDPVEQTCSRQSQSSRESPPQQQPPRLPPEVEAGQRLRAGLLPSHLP
eIF4E-4G inh = eIF4E/eIF4G interaction inhibition in translation initiation; TR-FRET eIF4E-eIF4GI(517-606) binding, 2 h; inhibition, % at 21.7 µM; actives 0.37% (n = 220,000);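 note: 0% = full FRET control wells and 100% = background wells lacking eIF4GI fragment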
thrombin 1536 = inhibitors of human thrombin; P00734; alpha-thrombin, Boc-VPR-AMC fluorogenic substrate cleavage; inhibition, % at 5 µM; actives 0.26% (n = 220,000);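 active = inhibition at or above 40%; inactive = inhibition below 40%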;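 note: 0% = enzyme with no compound and 100% = wells without enzyme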
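Material: human alpha-thrombin protein; Also added: Boc-VPR-AMC substrate, 15 µM final; Timing: enzyme reaction carried out at room temperature; Signal: fluorescence, ex 355 nm, em 460 nm; Measure: % inhibition of thrombin; Controls: enzyme without compound as high, wells lacking enzyme as low.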
NCF1 inh = inhibitors of human p47phox binding; AID 1274; actives 0.53% (n = 220,000); inhibition, % at 24.7 µM; p47phox/p22phox peptide binding, fluorescence polarization, 2 h;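 note: 0% = p47phox with labelled peptide and 100% = labelled peptide alone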
hK5 inh = blocks human kallikrein 5 protease activity; AID 873; inhibition, % at 5 µM; Q9Y337; recombinant hK5, fluorogenic AMC substrate cleavage; actives 0.59% (n = 210,000);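 active = inhibition of 40% or more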;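 note: 0% = enzyme controls without compound and 100% = no-enzyme blanks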
* = called active by the depositor; · = not tested or not shown; [ ] = another dose, or the depositor's remark.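 Rule for the calls, unless noted: active = inhibition above about 30% (limit read from the data); inactive = the rest.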 No enrichment for hits. Share with any hit: about 4.7%.

1) COCCNC(=O)NC(=O)CN1CCN(C(c2ccccc2)c2ccccc2)CC1
2) c1ccc(-c2cc(-c3nnc4sc(-c5ccccn5)nn34)[nH]n2)cc1
3) CON(C)c1nc(OCCNC(=O)OCc2ccc(Cl)cc2C)nc(N(C)C)n1
4) O=C(NCc1ccccc1)c1cc(-c2cccs2)on1
5) Cc1cc(/C=C(/C#N)C(=O)O)c(C)n1CCC(C)C

assay / entry,1,2,3,4,5
14-3-3 Bad PPI,-4,-6,-6,0,-4
EBV gp42 inh,-9,-3,-8,-20,-1
eIF4E-4G inh,5,-19[fluorescence artefact?],5,0[fluorescence artefact?],4
Cl transport mod,-0.17,0.9,-0.056,·,-0.072
Rad51 HR inh,·,·,0,-1,-3
NCF1 inh,·,-40,-3,-1,-16
Furin inhibitor,-36,-37,1[20 µM],-23,6
hK5 inh,-7,-4,-11,-4,-12
thrombin 1536,0,5,-1,-11,-3

6) COc1ccccc1N1CCN(C(=O)CSc2nc(C)c(Cc3ccccc3)c(=O)[nH]2)CC1
7) Cc1nc2ccccn2c1-c1nnco1
8) Cc1cc(C)c(C#N)c(SC(F)F)n1
9) Cc1cc(C)n(-c2nc3ccccc3c(=O)n2OCC(N)=O)n1
10) Cc1ccc(-n2c(SCC(=O)Nc3ncc(Cl)cc3Cl)nc3ccccc32)cc1

assay / entry,6,7,8,9,10
14-3-3 Bad PPI,3,-4,10,-2,21
EBV gp42 inh,4,-2,-3,-9,-18
eIF4E-4G inh,5[fluorescence artefact?],-16,-3,-3,-37
Cl transport mod,-0.63,·,-0.15,1.7,0.68
Rad51 HR inh,6,-8,0,-3,1
NCF1 inh,-3,3,-7,-12,-49
Furin inhibitor,3[20 µM],-18,-23[20 µM],-1[20 µM],-1
hK5 inh,-7,6,9,-7,22
thrombin 1536,1,1,-1,22,18

The last 4 entries of the section before come first, to join the parts:
7) Cc1nc2ccccn2c1-c1nnco1
8) Cc1cc(C)c(C#N)c(SC(F)F)n1
9) Cc1cc(C)n(-c2nc3ccccc3c(=O)n2OCC(N)=O)n1
10) Cc1ccc(-n2c(SCC(=O)Nc3ncc(Cl)cc3Cl)nc3ccccc32)cc1
11) O=C(NCc1cccnc1)c1cn(-c2ccccc2)nc1-c1ccccc1
12) COC(=O)c1ccccc1NC(=O)NC1CCCCC1
13) Cc1ccc(N(C)S(=O)(=O)c2cccc(C(=O)NC3=NCCS3)c2)cc1
14) CCCc1[nH]nc2c1C1(CCN(C(=O)OCc3ccccc3)CC1)C(C#N)=C(N)O2
15) CN1CCc2c(OCC(=O)N3CCC(Cc4ccccc4)CC3)cccc2C1=O

assay / entry,7,8,9,10,11,12,13,14,15
14-3-3 Bad PPI,-4,10,-2,21,-7,-3,-4[fluorescence artefact?],-17,-2
EBV gp42 inh,-2,-3,-9,-18,-6,-10,-33,4,-10
eIF4E-4G inh,-16,-3,-3,-37,3,1,0,-9,3
Cl transport mod,·,-0.15,1.7,0.68,0.018,0.77,-0.21,-0.23,-2.5
Rad51 HR inh,-8,0,-3,1,-6,10,3,2,-6
NCF1 inh,3,-7,-12,-49,-10,-3,-9,-18,-9
Furin inhibitor,-18,-23[20 µM],-1[20 µM],-1,-22,-20,-22[20 µM],-19,-27
hK5 inh,6,9,-7,22,4,0,-5,-6,-1
thrombin 1536,1,-1,22,18,-3,1,6,10,-5

Three entries already listed, arranged by their value in Furin inhibitor, largest number first.
| no. | canonical_smiles | 14-3-3 Bad PPI | EBV gp42 inh | eIF4E-4G inh | Cl transport mod | NCF1 inh | Furin inhibitor | hK5 inh | thrombin 1536 |
| --- | --- | --- | --- | --- | --- | --- | --- | --- | --- |
| 5 | Cc1cc(/C=C(/C#N)C(=O)O)c(C)n1CCC(C)C | -4 | -1 | 4 | -0.072 | -16 | 6 | -12 | -3 |
| 4 | O=C(NCc1ccccc1)c1cc(-c2cccs2)on1 | 0 | -20 | 0[fluorescence artefact?] | · | -1 | -23 | -4 | -11 |
| 15 | CN1CCc2c(OCC(=O)N3CCC(Cc4ccccc4)CC3)cccc2C1=O | -2 | -10 | 3 | -2.5 | -9 | -27 | -1 | -5 |

Following part:
16) COC(=O)C(C(=O)Nc1nc2ccccc2s1)C1CCCC1 (stereo not drawn)
17) COc1ccc(-c2nc3ccccc3n2CCC(C)C)cc1OC
18) O=C(OCCN1C(=O)c2ccccc2C1=O)c1cc(=O)[nH]c2ccccc12
19) CCOc1ccccc1N1CCN(C(=O)c2cc3c(s2)CCC3)CC1
20) O=C(Nc1nc(-c2ccccc2)cs1)c1ccc2c(c1)S(=O)(=O)c1ccccc1C2=O

assay / entry,16,17,18,19,20
14-3-3 Bad PPI,-7,6,3,-22,15[fluorescence artefact?]
EBV gp42 inh,-9,-3,-12,0,-4
eIF4E-4G inh,-2,3,2,3,-24
Cl transport mod,-0.49,-0.81,·,·,0.94
Rad51 HR inh,1,-1,14,6,10
NCF1 inh,-3,-1,-19,-17,1
Furin inhibitor,-20,-11[20 µM],-6,-17,-11
hK5 inh,3,-8,1,-25,-4
thrombin 1536,-6,-6,0,-4,-2

21) CCc1ccccc1NS(=O)(=O)c1ccc2[nH]cc(C(=O)NC3CCCC3)c(=O)c2c1
22) COc1cc(NS(=O)(=O)c2ccc(Br)s2)cc(OC)c1
23) CCC(c1nnnn1CCOC)N(Cc1cc2cc(C)c(C)cc2[nH]c1=O)CC1CCCO1 (stereo not drawn)
24) COc1nc(C)nc2c1sc1nc3c(cc12)COC(C)(C)C3
25) O=C(Nc1ccccc1)N(Cc1ccccc1)CC(O)C(F)(F)F (stereo not drawn)

assay / entry,21,22,23,24,25
14-3-3 Bad PPI,26,10,-3,-14[fluorescence artefact?],-3
EBV gp42 inh,2,4,-14,-16,1
eIF4E-4G inh,4,-2,-1[fluorescence artefact?],-5,7
Cl transport mod,0.031,-0.3,·,-1.1,-1
Rad51 HR inh,·,-3,7,16,8
NCF1 inh,-20,-40,-4,-6,-6
Furin inhibitor,-14,-22[20 µM],-21[20 µM],-14[20 µM],-13[20 µM]
hK5 inh,-9,-30,-13,-17,-18
thrombin 1536,1,-11,4,-4,-4

26) CCOC(=O)CN1CCS(=O)(=O)CC1
27) O=C(NCCCN1CCOCC1)c1cccnc1
28) COC(=O)c1scc(C)c1N/N=C(\C)c1cc(F)c(Cl)cc1F
29) COc1ccc(-c2ccc(SC)nn2)cc1
30) Cc1ccc(OCC(=O)NNC(=O)C(=O)N2CCCC2)c(C)c1

assay / entry,26,27,28,29,30
14-3-3 Bad PPI,-8,8,-5,-4,8[fluorescence artefact?]
EBV gp42 inh,-6,3,10,5,-8
eIF4E-4G inh,-4,12,-9,4,-1
Cl transport mod,0.45,0.22,-0.39,·,4.3*
Rad51 HR inh,0,-18,-5,·,·
NCF1 inh,-7,11,2,4,0
Furin inhibitor,-33,-25,-15[20 µM],-16,0
hK5 inh,-14,-14,6,-3,-4
thrombin 1536,5,-4,-3,-3,2

31) CCn1c(CNc2ccc(C)cc2C)nnc1SCC(=O)N1CCCc2ccccc21
32) COc1ccc(/C=N\NC(=O)CC(=O)Nc2cccc(Cl)c2)cc1OC
33) CCCc1nnc2c(N(C)S(=O)(=O)c3ccccc3)nc3ccccc3n12
34) CCn1nc(NC(=O)c2ccccn2)c2cc3cc(C)ccc3nc21
35) Cc1ccc(-c2nnc(-n3ncc(C#N)c3N)c3ccccc23)cc1C

assay / entry,31,32,33,34,35
14-3-3 Bad PPI,-12,-4,6,4,2
EBV gp42 inh,6,-13,-18,3,-14
eIF4E-4G inh,-3,10,8,4,2
Cl transport mod,-0.83,-0.3,-0.22,7.3*,-0.14
Rad51 HR inh,1,8,7,-4,-2
NCF1 inh,-9,-4,0,-21,42*
Furin inhibitor,-21,-17,-17,-22,-18
hK5 inh,-17,-2,-2,-34,-6
thrombin 1536,0,-12,-3,-2,-6

36) Cc1cccc2cc(COC(=O)c3ccccc3)c(=O)[nH]c12
37) CCCCCc1c(C)nc(N2CCOCC2)[nH]c1=O
38) O=S(=O)(c1ccc(Cl)cc1)c1cnc(-c2cccnc2)nc1-c1ccccc1
39) CC(=O)N(O)CCCCCNC(=O)CCC(=O)N(O)CCCCCNC(=O)CCC(=O)N(O)CCCCCN
40) CC(Sc1nc2ccccc2c(=O)n1Cc1ccco1)C(=O)c1ccccc1 (stereo not drawn)

assay / entry,36,37,38,39,40
14-3-3 Bad PPI,-12,16,15[fluorescence artefact?],71*[fluorescence artefact?],5
EBV gp42 inh,-10,-7,-10,-13,-7
eIF4E-4G inh,2,9,3[fluorescence artefact?],3[fluorescence artefact?],-3
Cl transport mod,·,0.12,0.22,-0.23,-0.12
Rad51 HR inh,1,-2,-5,-4,11
NCF1 inh,-15,-15,13,-1,-12
Furin inhibitor,-9,-20,-22[20 µM],-11,-9
hK5 inh,-21,-4,5,8,16
thrombin 1536,-11,4,-2,3,0

41) Cc1cc(C)c2nc(SCC(=O)NCCC3=CCCCC3)cc(C)c2c1
42) COc1ccc(C(C)=O)cc1CSc1nnc(Nc2ccc(C)cc2C)s1
43) COC(=O)c1cc(C#N)c(N2CCOCC2)nc1C
44) C/C(N)=C(/C#N)C(=O)CSc1nc2ccccc2c(=O)n1CCCO
45) C/C(=N\NC(=S)Nc1ccccc1C)c1ccc(O)cc1

assay / entry,41,42,43,44,45
14-3-3 Bad PPI,-4,-11[fluorescence artefact?],2,-19,-26
EBV gp42 inh,-15,-28,-7,-13,-6
eIF4E-4G inh,-8,5[fluorescence artefact?],5,6,-1
Cl transport mod,12*,-2.3,0.06,0.77,-0.11
Rad51 HR inh,-4,-7,-2,2,-2
NCF1 inh,-9,-10,-10,-8,-20
Furin inhibitor,-29,-13,-4,-29,-16
hK5 inh,-3,-2,0,-17,-2
thrombin 1536,-1,-8,-2,-3,-7

46) O=C(CCCSc1nc2ccccc2[nH]1)NC1=NCCS1
47) Cc1ccc(NC(=O)C(C)NS(=O)(=O)c2ccc(F)cc2)cc1C (stereo not drawn)
48) COc1cccc(C2=NNC(=NCc3ccccc3)SC2)c1
49) COCCCNC(=O)/C=C1\Sc2ccccc2N(Cc2ccccc2F)C1=O
50) COc1cccc(-c2nc(NCC3CCCO3)c3ccccc3n2)c1O (stereo not drawn)
51) O=C1c2ccccc2C(=O)c2c1ccc1c(=O)n(-c3ccccc3)[nH]c21
52) CCN(C(=O)COC(=O)/C=C/c1c(C)nn(Cc2ccc(C)cc2)c1C)C1CCS(=O)(=O)C1 (stereo not drawn)
53) CC(=O)CC1(O)C(=O)N(CN2CCN(c3ccccc3)CC2)c2ccccc21 (stereo not drawn)

assay / entry,46,47,48,49,50,51,52,53
14-3-3 Bad PPI,3,-14,-5,22,2[fluorescence artefact?],-3,-26,-9[fluorescence artefact?]
EBV gp42 inh,-21,22,4,6,16,5,-1,-9
eIF4E-4G inh,-8,-1,-2,3,8[fluorescence artefact?],-1,0,-5
Cl transport mod,·,-0.43,-0.12,-2.2,0.022,0.48,-0.13,0.61
Rad51 HR inh,3,24,-10,0,15,·,-5,1
NCF1 inh,1,-3,-7,3,-29,-5,-6,-5
Furin inhibitor,-14,-22,-11,-7,-6,-13,-18,-14
hK5 inh,-11,-9,-7,-26,2,-12,-2,-6
thrombin 1536,0,1,-21,-1,-4,-3,-7,-4
